Bioassay records (PubChem)
UBC13 polyUb: UBC13 polyubiquitin chain formation inhibitors, primary screen, biochemical, TR-FRET, uHTS; Ubiquitin-conjugating enzyme E2 N (Homo sapiens), P61088; inhibition, % at 20 µM; 0.47% of 330,000 active; AID 485273, 2010; in the data active = inhibition above about 45%, passing the limit was not always enough
SENP7 block: SENP7 protease inhibitors, primary screen, biochemical, luminescence, uHTS. inhibition, % at 5 µM. recombinant SENP7, Z-RLRGG-aminoluciferin luminescence, 40 min. Sentrin-specific protease 7 (Homo sapiens), Q9BQF6. 1.5% of 330,000 active. AID 434973, 2010;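 active = inhibition above about 50% at the single test dose, limit read from the data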;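 note: plate controls were DMSO with enzyme for no effect and no enzyme buffer wells for full effect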
PfGluPho inh: PfG6PD enzyme inhibitors, primary screen, biochemical, fluorescence intensity, uHTS; glucose-6-phosphate dehydrogenase-6-phosphogluconolactonase (Plasmodium falciparum 3D7); PfGluPho enzyme, NADPH resazurin-diaphorase fluorescence; 0.78% of 350,000 active; inhibition, % at 20 µM;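 active = inhibition reaching at least a set limit at 20 µM in the primary screen, cut at about 59% in these data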;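 note: 0% = DMSO wells with substrate and 100% = DMSO wells lacking glucose-6-phosphate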
SENP1 inh: human SENP1 catalytic domain inhibitors, primary screen, biochemical, FRET, uHTS; 0.21% of 360,000 active; Sentrin-specific protease 1 (Homo sapiens), Q9P0U3; inhibition, % at 10 µM; recombinant SENP1 catalytic domain, CyPet-SUMO1-YPet FRET cleavage; AID 624204, 2012;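 active = inhibition at least 30% at 10 µM, raw YFP signal under a set limit, fluorescence ratio 0.5 to 1.5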;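 note: 0% = enzyme with DMSO and 100% = no enzyme wells; some results filed as inactive read as strong as hits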
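Material – human SENP1 catalytic domain · Input – SENP1 enzyme, 20 pM final · Compound dosing – single concentration of 10 µM compound, 0.5% DMSO final · Timing – enzyme reaction for 50 min at room temperature, dark · Measured by – FRET fluorescence in CFP and YFP emission channels · Control set – no-enzyme wells low, DMSO-plus-enzyme wells high control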
HKDC1 inh: HKDC1 hexokinase inhibitors, primary screen, biochemical, fluorescence, uHTS; Q2TB90; recombinant HKDC1, G6PDH/diaphorase resazurin coupled fluorescence; inhibition, % at 20 µM; 0.16% of 340,000 active;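 active = inhibition above about 35% when tested at 20 µM, limit read from the data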;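 note: plate controls were DMSO wells with enzyme for no effect and DMSO wells lacking enzyme for full effect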
Target sequence (Q2TB90 whole entry, looked up): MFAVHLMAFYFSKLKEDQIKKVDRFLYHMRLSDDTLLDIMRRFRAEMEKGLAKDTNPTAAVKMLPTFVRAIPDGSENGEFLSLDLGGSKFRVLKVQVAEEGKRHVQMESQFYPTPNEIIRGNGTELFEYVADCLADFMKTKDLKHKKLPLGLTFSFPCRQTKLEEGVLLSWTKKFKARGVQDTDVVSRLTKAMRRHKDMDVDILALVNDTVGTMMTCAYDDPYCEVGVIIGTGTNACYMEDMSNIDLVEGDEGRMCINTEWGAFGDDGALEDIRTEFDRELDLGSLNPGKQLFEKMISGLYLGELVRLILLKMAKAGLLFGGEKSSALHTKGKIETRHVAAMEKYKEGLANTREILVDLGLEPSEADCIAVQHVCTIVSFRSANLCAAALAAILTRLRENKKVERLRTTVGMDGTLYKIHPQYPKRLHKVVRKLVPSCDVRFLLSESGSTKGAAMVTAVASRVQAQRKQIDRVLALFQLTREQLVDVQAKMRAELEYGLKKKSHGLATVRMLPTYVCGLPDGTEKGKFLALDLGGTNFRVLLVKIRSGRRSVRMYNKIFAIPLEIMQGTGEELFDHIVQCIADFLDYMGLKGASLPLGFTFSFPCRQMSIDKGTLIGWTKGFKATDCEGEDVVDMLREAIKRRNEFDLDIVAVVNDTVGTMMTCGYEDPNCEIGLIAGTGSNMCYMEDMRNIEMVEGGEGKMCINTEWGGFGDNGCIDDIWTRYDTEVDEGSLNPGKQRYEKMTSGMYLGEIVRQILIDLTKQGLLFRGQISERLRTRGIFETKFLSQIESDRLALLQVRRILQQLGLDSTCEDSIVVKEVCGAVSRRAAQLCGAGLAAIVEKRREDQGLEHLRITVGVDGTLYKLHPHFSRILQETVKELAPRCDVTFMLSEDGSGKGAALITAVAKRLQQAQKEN
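Test system: recombinant HKDC1 (HK5) hexokinase enzyme, produced in-house / Doses: 20 µM test compound, 1% DMSO / Timing: 90 min, room temperature / Detection: G6PDH/diaphorase-coupled fluorescence, 1 mM NADP, 100 µM resazurin, 525/613 nm / Control set: DMSO wells with and without enzyme mix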
SENP8 block-1: human SENP8 protease inhibitors, primary screen, biochemical, fluorescence, Nedd8 protein substrate, uHTS. AID 602440, 2012. inhibition, % at 20 µM. 0.64% of 360,000 active. recombinant SENP8. Sentrin-specific protease 8 (Homo sapiens), Q96LD8; in the data active = inhibition mostly above about 40%, no sharp cut-off; inactive = mostly below about 27%
SENP6 inh: SENP6 protease inhibitors, primary screen, biochemical, luminescence, uHTS. Sentrin-specific protease 6 (Homo sapiens), Q9GZR1. Recombinant SENP6 catalytic domain, aminoluciferin luminescence. inhibition, % at 10 µM. 1.8% of 330,000 active. AID 2599, 2010;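 active = inhibition above about 50% at the single tested dose, limit read from the data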;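 note: plate controls were DMSO wells with enzyme for no effect and DMSO wells lacking enzyme for full effect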
MIN6 prolif: inducers of MIN6 beta-cell proliferation, primary screen, ATP luminescence, uHTS | MIN6 cells proliferation, ATPlite luminescence, 48 h; cells starved in 0.2% serum; 100% = growth in 10% serum | proliferation, % at 10 µM | 0.29% of 330,000 active;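 active = compounds whose signal lies at least 3.5 SD above the mean of all wells on their plate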;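 note: 0% = DMSO-treated cells in low-serum medium and 100% = 10% serum control; some compounds called inactive have numbers as strong as hits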
SENP8 block-2: SENP8 protease inhibitors, primary screen, biochemical, luminescence. inhibition, % at 10 µM. purified SENP8, Z-RLRGG-aminoluciferin cleavage. Sentrin-specific protease 8 (Homo sapiens), Q96LD8. AID 2540, 2010. 1.2% of 330,000 active; in the data active = inhibition above about 50%
Active calls of the source: *; . = not tested or not shown. No enrichment for hits; about 4% have a hit in one of these screens.

SMILES	UBC13 polyUb	SENP7 block	PfGluPho inh	SENP1 inh	HKDC1 inh	SENP8 block-1	SENP6 inh	MIN6 prolif	SENP8 block-2
COc1ccc(N(CC(=O)NN=C2CCCC2)S(=O)(=O)c2ccccc2)cc1Cl	0.5	-0.7	-14.6	2.7	-11.2	22.7	-11.3	1.1	-7.7
O=C(Nc1ccc(-c2nc3cccnc3s2)cc1)c1ccco1	-0.8	89.5*	8.4	-43.7	11.9	-384.8	93.2*	-1.3	85.8*
Cc1ccc(S(=O)(=O)N2CCN(C(=O)COC(=O)CNC(=O)c3ccccc3F)CC2)c(C)c1	.	.	-6.1	-0.5	5.2	5.6	.	.	.
CCc1ccc2[nH]c3nc(SCC(=O)NNC(=O)c4ccc(C(C)(C)C)cc4)nnc3c2c1	-12.1	3.7	-5.0	-16.3	-13.2	-36.5	-13.0	-6.6	-4.1
CC1CCN(C(=O)Cn2c3ccc(F)cc3c3nc4n(c(=O)c32)CCCS4)CC1	-2.5	-2.2	3.2	3.4	5.9	-333.1	19.6	1.9	2.2
Cc1ccn2cc(CNC(=O)c3ccc(Br)o3)nc2c1	-10.8	-1.6	2.3	-20.9	-0.4	-40.7	-2.4	0.1	-4.6
CC(CN1CCCC1)OC(=O)Cc1ccc(Cl)cc1 (stereo not drawn)	-4.2	-2.8	-13.2	-0.6	-8.8	11.2	9.2	-2.8	-0.5
Cc1cc(C)n(CC(=O)NNC(=O)C2CC(=O)N(Cc3ccccc3Cl)C2)n1 (stereo not drawn)	1.7	6.5	2.2	0.5	-9.5	3.0	12.4	-3.5	-0.1
CCSc1nnc(NC(=O)C2Cc3ccccc3CN2C(=O)c2ccco2)s1 (stereo not drawn)	-6.3	4.8	13.2	-15.1	9.4	-40.8	0.0	2.9	-0.4
Cc1nn(C(C)(C)C)c(NC(=O)c2ccc(Cl)cc2Cl)c1Br	-3.0	-1.5	-7.3	1.5	3.4	11.9	2.7	-1.7	-1.5
COc1ccc(S(=O)(=O)N2c3ccccc3NC(=O)CC2C)cc1 (stereo not drawn)	-10.2	-5.3	6.9	0.2	-4.6	8.2	-6.3	4.6	8.5
CC(SC1CCCC1)C(=O)Nc1ccnn1C(C)C (stereo not drawn)	-7.5	-7.2	4.7	0.9	-5.2	21.1	-5.8	-0.4	-11.5
CCCNC(=O)Cn1c(=O)n(CC(=O)N2CCCCC2)c(=O)c2sccc21	-11.1	8.6	-6.3	-1.1	-5.3	9.2	-6.9	2.6	-0.8
COc1ccnc(Oc2ccc3ccccc3c2)c1C#N	6.7	5.1	-4.0	1.7	-6.2	13.9	-10.5	-3.3	-14.5
CCn1c(SCC(=O)Nc2ncc(C(F)(F)F)cc2Cl)nnc1-c1cccc(C)c1	-0.5	2.4	9.1	-1.5	-10.7	-3.4	1.7	0.0	-2.8
O=C1CSc2nc3ccccc3n21	15.4	-0.1	-18.7	3.8	9.1	8.2	2.8	-3.2	-0.2
NC1(N)OC(CN2C(=O)c3ccccc3C2=O)CS1 (stereo not drawn)	-6.9	-1.3	-2.0	3.8	1.5	11.3	-2.8	-3.3	4.5
COCCNC(=O)c1ccccc1NC(=O)c1cccc([N+](=O)[O-])c1C	1.0	1.0	16.8	0.8	1.3	0.1	-0.3	1.5	-0.5
CC1(C)Cc2c(C#N)c(N)sc(=S)c2CO1	-14.0	11.7	37.1	17.5	-8.2	-0.8	10.1	-2.2	0.5
Cc1ccc(C)c(-n2nnnc2SCC(=O)c2ccc3c(c2)NC(=O)CO3)c1	-23.7	-6.5	0.5	3.5	0.8	-1.0	9.4	-1.5	-2.2
O=C1C(=O)N(CCCN2CCOCC2)C(c2ccc(F)cc2)/C1=C(\O)c1ccc2c(c1)OCCO2 (stereo not drawn)	-12.2	1.3	-10.3	2.6	-1.8	6.2	26.4	0.1	7.7
Cc1ccccc1CNC(=O)Nc1cccs1	1.7	8.3	24.6	-6.6	-0.3	4.2	8.7	-4.1	2.1
CN1C(=O)N(C)C2(C)CC1(C)N(C)C(=O)N2C	-10.4	-6.2	-3.1	-1.2	-5.1	15.1	-4.9	-4.4	-1.6
O=C(N/N=C/c1ccccc1)c1ccc(OCc2ccccc2)cc1	4.6	4.1	-5.9	1.8	14.7	4.8	-9.6	-1.0	-1.9
COc1ccc(N(C(=O)c2ccco2)S(=O)(=O)c2ccc(F)cc2)cc1	3.8	-2.3	-1.9	4.7	-0.9	16.7	-10.7	-2.3	-4.3
COc1cccc(CN2CCNC(=O)C2CC(=O)NCCCC2CCCC2)c1OC (stereo not drawn)	11.0	-4.7	-12.2	-2.8	-3.7	-22.8	-12.7	1.2	1.0
CC/C(=N\NC(=S)Nc1cc(C)ccc1C)c1ccc(OC(F)F)cc1	4.1	7.1	9.2	0.9	-13.6	13.9	2.7	-2.9	-3.1
O=C(Cc1cccs1)NNC(=O)C12CC3CC(CC(C3)C1)C2	4.2	-2.0	-4.8	-1.3	-6.9	4.5	5.0	2.5	3.2
Cc1ccc(/C(COc2ccccc2O)=N\O)cc1	1.9	-0.4	11.4	-0.2	-8.6	11.6	-15.0	-3.7	-5.0
COC(=O)COc1ccc(/C=C2\SC(=O)N(CC(=O)Nc3ccccc3F)C2=O)cc1	-11.6	1.2	-11.5	-1.1	-2.8	-496.9	-0.3	-4.9	13.7

Entries of single compounds, looked up by structure.
Listed for O=C1CSc2nc3ccccc3n21 : UBC13 polyUb: 15.4; SENP7 block: -0.1; PfGluPho inh: -18.7; SENP1 inh: 3.8; HKDC1 inh: 9.1; SENP8 block-1: 8.2; SENP6 inh: 2.8; MIN6 prolif: -3.2; SENP8 block-2: -0.2
Listed for Cc1ccc(C)c(-n2nnnc2SCC(=O)c2ccc3c(c2)NC(=O)CO3)c1 : UBC13 polyUb: -23.7; SENP7 block: -6.5; PfGluPho inh: 0.5; SENP1 inh: 3.5; HKDC1 inh: 0.8; SENP8 block-1: -1.0; SENP6 inh: 9.4; MIN6 prolif: -1.5; SENP8 block-2: -2.2

Continued.
SMILES	UBC13 polyUb	SENP7 block	PfGluPho inh	SENP1 inh	HKDC1 inh	SENP8 block-1	SENP6 inh	MIN6 prolif	SENP8 block-2
O=C(CCN1C(=O)S/C(=C\C=C\c2ccccc2)C1=O)Nc1ccc(O)cc1	-1.4	10.6	5.1	1.2	-5.3	-17.5	10.5	-3.9	-14.0
CN(C(=S)NC1=CCS(=O)(=O)C1)C1CCCCC1	-2.8	-10.1	-2.7	3.6	-6.8	10.5	-19.6	-1.9	-12.8
O=C(Cn1nc(C(=O)O)c2ccccc2c1=O)Nc1ccc2c(c1)OCO2	-3.9	7.9	10.5	0.5	-0.6	31.2	-2.5	-1.5	4.7
COc1ccccc1Oc1cn[nH]c1-c1ccc(O)cc1O	14.5	4.7	-15.8	3.1	-3.8	14.3	12.5	-0.3	6.5
O=C(/C=C/c1ccc(Br)cc1)c1ccc(NC2=NCCCS2)cc1	18.6	-9.3	0.7	2.9	8.5	-2.5	-38.9	-6.0	-46.3
CCOc1ccc(Cl)cc1S(=O)(=O)N1CCCC1	1.2	-13.8	13.8	-0.4	-8.2	12.6	-15.1	-1.9	-2.7
Cc1c(Cc2ccccc2)c(=O)oc2c(O)c(O)ccc12	11.3	5.3	-9.5	-12.3	8.7	-189.6	7.9	-2.7	-0.5
COC(=O)NNC(=O)C1CCC(C)CC1 (stereo not drawn)	-0.9	5.8	-11.3	1.0	-11.3	6.5	10.9	-1.3	-4.5
COc1cc(OC)cc(C(=O)NNC(=S)Nc2ccccc2OC)c1	0.0	1.7	-34.6	2.0	1.7	-34.9	-8.4	3.3	-14.8
CCOC(=O)c1c(N)c2cc([N+](=O)[O-])cnc2n1C	-49.4	-3.5	1.9	2.5	0.1	9.9	-18.0	2.7	-4.0
CCOC(=O)Cn1ncc2c3ccccc3n(CC(=O)OCC)c2c1=O	-3.2	-7.5	4.4	4.0	-2.3	2.9	-12.1	-3.7	-8.9
Cc1ccc(Cl)cc1-n1c(=O)cc(N2CC(C)OC(C)C2)[nH]c1=O (stereo not drawn)	6.5	-9.1	12.7	2.1	-6.4	15.9	-0.6	-0.5	-1.3
CCN(CC)C(=O)COCc1cc(-c2ccc3c(c2)OCO3)on1	-9.8	-2.7	-3.5	0.0	-2.4	5.6	7.9	0.4	-11.9
Cc1cccc(N2N=C(C(=O)N3Cc4ccccc4CC3C(N)=O)CCC2=O)c1 (stereo not drawn)	-6.4	-11.0	-3.0	-1.7	-6.3	3.0	-1.9	4.1	-11.4
C[C@H](CO)N1C[C@H](C)[C@@H](CN(C)Cc2ccc(Cl)c(Cl)c2)Oc2c(NS(=O)(=O)c3cn(C)cn3)cccc2C1=O	10.1	1.3	19.3	0.9	-0.7	-2.4	-25.6	-0.7	5.7
Cc1nc(C)c(C(=O)C2=C(O)C(=O)N(CCN3CCOCC3)C2c2cccnc2)s1 (stereo not drawn)	-8.7	-12.4	2.9	-8.3	-1.9	3.5	-13.9	-3.2	-7.4
Cc1cc(C)n(-c2cc(=O)n(C)c(=O)n2C)n1	-8.7	0.1	1.7	-0.3	-7.3	13.7	-23.2	-0.3	-0.2
Brc1ccccc1-c1nnc(COc2cccc3cccnc23)o1	-1.7	1.5	15.4	-3.5	7.6	-32.6	-1.7	-1.3	-13.1
COc1cc(CN(C)CCc2ccccn2)cc(OC)c1OC	-0.5	6.0	-0.6	1.6	-6.3	11.6	5.4	-0.8	12.4
O=[N+]([O-])c1ccc(N2CCNCC2)c(S(=O)(=O)N2CCOCC2)c1	-7.0	3.3	-10.6	0.4	8.4	34.2	-3.6	-2.1	-2.5
